Assay outcomes (PubChem)
ST2 IL33 inh = IL1RL1 inhibition; inhibition, % for hits at 17 µM; AlphaLISA ST2-Fc/biotin-IL-33 interaction, 1 h; Q01638; AID 1259354; 78,000 tested, 2.3% active; in the data active = inhibition above about 30%; inconclusive = mostly about 10% to 28%
Target sequence (Q01638 whole entry, looked up): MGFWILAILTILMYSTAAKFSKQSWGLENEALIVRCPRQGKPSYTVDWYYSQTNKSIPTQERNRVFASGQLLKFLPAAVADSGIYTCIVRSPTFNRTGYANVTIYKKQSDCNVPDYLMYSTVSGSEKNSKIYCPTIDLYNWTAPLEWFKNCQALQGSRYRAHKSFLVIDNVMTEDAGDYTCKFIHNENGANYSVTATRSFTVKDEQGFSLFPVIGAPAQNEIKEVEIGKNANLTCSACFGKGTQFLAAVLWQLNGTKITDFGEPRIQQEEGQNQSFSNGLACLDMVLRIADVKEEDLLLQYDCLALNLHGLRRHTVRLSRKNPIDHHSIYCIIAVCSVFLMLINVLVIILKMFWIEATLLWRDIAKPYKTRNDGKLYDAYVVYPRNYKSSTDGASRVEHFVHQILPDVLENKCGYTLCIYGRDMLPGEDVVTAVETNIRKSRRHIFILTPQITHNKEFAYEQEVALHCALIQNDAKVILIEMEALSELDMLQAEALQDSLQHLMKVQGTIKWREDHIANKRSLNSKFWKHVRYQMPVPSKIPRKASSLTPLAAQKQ
Numbers without * were called inactive; i = inactive; ? = inconclusive.

Compound	ST2 IL33 inh
Cc1cccc(-n2cc(CN(C)Cc3c(C)noc3C)cn2)c1	i
CCOC(=O)C1=C(C)NC2=C(C(=O)c3ccccc32)C1c1cc(Cl)c(OC)c(OCC)c1 (centres undefined)	i
Cc1ccc(-n2c(C)nc3c(cnn3-c3ccc(Cl)cc3)c2=O)cc1C	?
CCc1cc(CN(CC)CC)[nH]n1	i
CC12COC3(C(=O)Nc4ccc([N+](=O)[O-])cc4)CC1CCC32C (centres undefined)	?
COCCN(Cc1ccc(C)cc1)C(=O)C1CCN(c2ncccn2)CC1	?
O=C(CN1C(=O)CCSc2ccccc21)Nc1ccc(Cl)cc1	i
Oc1oc(-c2ccccc2F)nc1C=Nc1ccccc1I	?
COc1ccc(Cn2c(CNS(=O)(=O)c3ccc(CC(C)C)cc3)nc3cccnc32)cc1	i
COc1ccc(CNC(=O)CC[C@H]2CNC(=O)[C@@H]3[C@@H](CCN3Cc3ccc(C)cc3)N2C)cc1	?
O=C(Cc1ccc([N+](=O)[O-])cc1)Nc1ccc2c(c1)OCCO2	i
CN(C)c1ccc(/C=C(\C#N)c2ccc([N+](=O)[O-])cc2)cc1	i
c1coc(-c2ccc(-c3nccn3CCn3cccn3)cc2)c1	?
Cc1cc(C)c(NC(=O)c2ccc(Cl)cc2[N+](=O)[O-])c(C)c1	i
Cc1ccc(C=Nc2ccc(Br)cc2)cc1	i
Cc1ccc(NC(=O)CC(=O)N2CCCN(C)C3(CCN(C)CC3)C2)cc1	?
CC(=O)N1CCC(N2CCCC2C(=O)Nc2ccc(-c3cccc(F)c3)cc2)CC1 (centres undefined)	i
Cc1cc(I)ccc1N1C(=O)CC(Sc2ncccc2C(=O)O)C1=O (centres undefined)	i
O=C1N=C(N2CCOCC2)S/C1=C\c1cccc(F)c1	?
CN(C)c1ccc(NC(=O)CCC2CCCCC2)cc1	67%*
COc1ccc(Cl)cc1-c1ccc2c(c1)C(=O)N1CCN(C(=O)C3CCCCC3)C[C@@H]1C(=O)N2	?
O=C(NCCN1CCCC1)C1CC(=O)N(C2CCCCCC2)C1 (centres undefined)	i
O=C1CCCC2=C1C(c1cc(Cl)ccc1OCc1ccc(C(=O)O)cc1)C1=C(CCCC1=O)O2	i
COc1ccc(-n2nc3cc(C)c(NC(=O)c4ccc(C)c([N+](=O)[O-])c4)cc3n2)cc1	i
CCc1cc(N2CCCN(C(=O)C3CC3)CC2)nc(N(C)C)n1	?
CC(C)(C)NC(=O)C[C@@H]1CCNC[C@@H]1Cc1cc(-c2ccccc2)on1	i
COc1ccc(COCC(O)CN2CCN(C)CC2)cc1OC (centres undefined)	i
CNC(=O)OC12CC3C[C@@](C)(C1)C[C@](C)(C3)C2	i
CN(CCCc1nccn1C)c1nc(-c2ccncc2)nc2c1CCNC2	?
NC(=O)c1cccnc1N1CCCC(Cc2ccccc2F)(C(=O)O)C1 (centres undefined)	i
Cc1ccc(-c2nnc(-c3nc(Nc4ccc5c(c4)OCCO5)c4ccccc4n3)o2)cc1	i
Cc1nc2ccccc2c(=O)n1CC(=O)NCc1ccccc1	i
Cc1c(C(=O)NCCSC2CCCCC2)cccc1[N+](=O)[O-]	?
NC(N)=NC(=O)c1nc(Cl)c(N)nc1N	i
CCSc1ncc(-c2c(-c3ccccc3)ncn2Cc2ncc[nH]2)cn1	i
O=C(c1ccccc1-c1nn[nH]n1)N1CCOC(C(F)(F)F)C1 (centres undefined)	i
COc1ncccc1-c1nc(N(C)C)nc2c1CCCC2	?
Cc1c(Cl)cccc1N=Cc1nc(-c2ccc(Br)cc2)oc1O	?
Cc1nn(-c2ccccc2)c(C)c1CC(=O)N(C)Cc1n[nH]c2c1CCC2	i
Cc1ccc(C)c(N2CCN(C(=O)CCS(=O)(=O)c3ccc4c(c3)CC(=O)N4C)CC2)c1	i

Molecules shown so far that contain an aryl thioether with sulfur outside any ring:
Compound	ST2 IL33 inh
Cc1cc(I)ccc1N1C(=O)CC(Sc2ncccc2C(=O)O)C1=O (centres undefined)	i
CCSc1ncc(-c2c(-c3ccccc3)ncn2Cc2ncc[nH]2)cn1	i

(further entries)
Compound	ST2 IL33 inh
C=C1c2cc(C)c(C)cc2NC(=O)N1c1ccc(Cl)cc1	i
Cc1cc(C)c(NC(=O)CSc2nnnn2-c2c(C)cc(C)cc2C)c(C)c1	i
CCOC(=O)C1=C(C)Nc2nc(SCc3ccccc3)[nH]c(=O)c2C1c1ccc(F)cc1 (centres undefined)	i
CCCCN(C)S(=O)(=O)c1ccc(C(=O)Nc2nnc(-c3cccc(OC)c3)o2)cc1	i
O=c1[nH]c2c(c(=O)[nH]1)C(c1cc([N+](=O)[O-])c(N3CCOCC3)cc1N1CCOCC1)O2 (centres undefined)	i
O=C(CN1C(=O)C(=O)c2ccccc21)NCc1ccccc1	i
CCN(CC)C(NC(=O)c1ccccc1[N+](=O)[O-])C(Cl)(Cl)Cl (centres undefined)	i
COc1cc2c(C(=O)N3CCN(c4ccc(F)cc4)CC3)cn(C)c(=O)c2cc1OC	?
CNC(=O)c1cccnc1N1CCC(N2CCCC(C(=O)N3CCCC3)C2)CC1 (centres undefined)	33%*
COc1cccc(CC2CN(C(=O)Cc3c[nH]c(=O)n(C)c3=O)CCO2)c1 (centres undefined)	i
CCOC(=O)c1c(C)oc2c(Br)cc(NS(=O)(=O)c3ccc(C)cc3)cc12	i
CCc1nc(CN2CCC(c3[nH]ncc3-c3ccccc3)CC2)c(C)[nH]1	i
CN(C)S(=O)(=O)c1ccc(C(=O)N2CCN=C2SCc2ccccc2Cl)cc1	i
CC12CC(NC(=O)N1c1ccc(Cl)cc1)c1cc(Br)ccc1O2 (centres undefined)	i
CC(C)c1nc(CCN(C)c2nc(CCN)nc3ccccc23)no1	?
COc1cc(N=Cc2nc(-c3ccccc3F)oc2O)c(C(=O)O)cc1OC	i
N#Cc1c(-c2ccccc2)nc(N2CCOCC2)[nH]c1=O	i
CC1=C[C@@H](CNCc2cccnc2)[C@H](C(C)C)C[C@H]1Cc1nnc(-c2ccncc2)o1	i
Cc1ncc(-c2c(-c3ccccc3)ncn2CCNC(=O)c2ccncc2)s1	i
CCOc1ccc(-n2c(O)c(C=NC(CO)(CO)CO)c(=O)[nH]c2=O)cc1	i

Continuation:
Molecule,ST2 IL33 inh
O=C(NCCCn1ccnc1)c1ccccc1[N+](=O)[O-],i
COc1cccc(-c2nnc(NC(=O)c3ccc(S(=O)(=O)N4CCCC(C)C4)cc3)o2)c1 (centres undefined),i
O=C(CN1C(=O)COc2ccc(S(=O)(=O)N3CCCC3)cc21)NC1CCCCCC1,i
Cc1cc(C)n(C(=O)c2ccccc2Br)n1,i
Cc1ccc2c(C)c(C(=O)N3CCC(c4ccncc4)CC3)oc2c1C,i
Cc1cccc(-n2nc3c(c2NC(=O)c2cccs2)CS(=O)C3)c1C (centres undefined),i
COc1ccc(/C=C/CN2CCCC(CNC(=O)c3cccs3)C2)cc1 (centres undefined),i
COc1cc(OC)cc(C(=O)NCCSc2c[nH]c3ccccc23)c1,i
O=C(NCC1COc2ccccc2O1)c1cc(-c2ccncc2)nc2ccccc12 (centres undefined),i
CN1C2CCC1CC(OC(=O)C(CO)c1ccccc1)C2 (centres undefined),?
CC(=O)[C@@]1(O)CC[C@H]2[C@@H]3CCC4=CC(=O)CC[C@]4(C)[C@H]3CC[C@@]21C,?
COc1cccc(C(=O)Nc2cccc3cccnc23)c1,?
Cc1c(C#N)c2ncnc(-c3ccccc3)c2n1-c1ccccc1,i
Cc1cccn2c(=O)c3cc(C(=O)NCc4cccnc4)n(C)c3nc12,i
CCC1(CC)C(=O)NC(=O)N=C1N,i
CCCc1cc(NC2CC(=O)N(CCc3ccccc3)C2)nc(C)n1 (centres undefined),i

Fetched by structure from the list above:
Molecule,ST2 IL33 inh
Cc1c(C#N)c2ncnc(-c3ccccc3)c2n1-c1ccccc1,i
O=C1CCCC2=C1C(c1cc(Cl)ccc1OCc1ccc(C(=O)O)cc1)C1=C(CCCC1=O)O2,i
COc1cccc(C(=O)Nc2cccc3cccnc23)c1,?

Further compounds follow.
Molecule,ST2 IL33 inh
CCOc1ccc(-c2n[nH]c(C)c2Oc2ccccc2)c(O)c1,i
CCn1c(C2CCN(CC3=Cc4cccc(OC)c4OC3)CC2)n[nH]c1=O,i
O=C(NC[C@H]1O[C@@H](CO)[C@@H](O)[C@H]1N1CCN(c2ccccc2)CC1)c1ccc(F)c(Cl)c1,i
COc1cccc(N2C(=O)Nc3ccccc3C2(O)C(=O)NCCN(C)C)c1 (centres undefined),i
CCCCN(CC)C(=O)Cc1cn(C)c2ccccc12,i
OCCNCCSc1ccc(Cl)cc1,i
COc1ccc(NC(=O)N2CCC(Cn3cc(C4CCCC4)nn3)CC2)cc1,i
Cc1cc(C)c(CNC(=O)c2ccc(C)c(NC(=O)C3CC3)c2)c(C)c1,i
O=C(/C=C1\Sc2ccccc2NC1=O)NCCCN1CCN(c2ccccc2F)CC1,?
O=[N+]([O-])c1ccc(N2CCN(c3ccc([N+](=O)[O-])c4cccnc34)CC2)cc1N1CCOCC1,?
CCOc1cccc2cc(C(N)=O)c(=Nc3cccc(C(F)(F)F)c3)oc12,i
CC(=O)c1nc2ccccc2n1S(=O)(=O)c1ccc(Cl)cc1,i
COc1cc2c(cc1OC)C(C(=O)N1CCN(C)CC1)C(c1ccccc1F)N(C)C2=O (centres undefined),i
COCc1cc(C)n(CC(=O)c2ccccc2)c(=O)c1C#N,i
Oc1ccccc1C1=CC(c2ccc(Br)cc2)n2ncnc2N1 (centres undefined),i
N#Cc1c(N)n(CCN2CCOCC2)c2nc3ccccc3nc12,36%*
O=C1C=C(Nc2ccccc2)C(=O)N1c1ccccc1,i
CC(NC(=O)c1cccc(Br)c1)c1ccccc1 (centres undefined),i
Cc1cc(C)c2ccc(C=O)nc2c1O,?
CN(C)c1ccc(-c2nnc([C@H]3CCN(CC4CCCCC4)C3)o2)cc1,?
OCCN=C1CCc2c1[nH]c1ccc(C3CCCCC3)cc21,i
Cc1cc(=O)[nH]c2c1c(=O)[nH]n2C1CCCCCC1,i
CCN(CCNS(=O)(=O)c1ccc2[nH]c(=O)sc2c1)c1ccccc1,i
CCCSCCCNc1nc(-c2nnc(-c3ccc(C)cc3)o2)nc2ccccc12,i
Cn1cc(SCC(=O)NCc2ccco2)c2ccccc21,i
CCN=C(NS(=O)(=O)c1ccc(F)cc1)c1ccccc1,?
COC(=O)c1c(C)[nH]c(C(=O)CSc2nnc3cc(C)c4ccccc4n23)c1C,?
CCC(C)NC(=O)C1(C)CCC(=O)N1CCc1ccc(C)cc1 (centres undefined),i
CC(=O)NC(=O)c1cc2cc(Br)ccc2oc1=Nc1ccc(C#N)cc1,32%*
O=C(Nc1cccc2nsnc12)c1ccc2c(c1)OCO2,i
O=C(COc1ccccc1Cl)Nc1cccc(-c2nc3ncccc3o2)c1,?
O=[N+]([O-])c1ccc(C2Nc3c(cccc3[N+](=O)[O-])C3C=CCC32)cc1 (centres undefined),45%*
COC(=NS(=O)(=O)c1ccc(Cl)cc1)c1ccccc1,i
O=[N+]([O-])c1cc(Cl)ccc1NCCNCCO,i
CC(=O)NC1C(=O)N=C(SCC(=O)Nc2ncccn2)NC1=O (centres undefined),i
O=C1NN(c2ccc(Cl)c(Cl)c2)C(=O)/C1=C\c1ccc(-c2cccc(C(=O)O)c2)o1,i
C=C1CCC[C@]2(C)CC[C@@](O)(C(=C)C(=O)O)C[C@@H]12,i
Cc1cccc2c1nc1ccccc1[n+]2[O-],?
CN(C(=O)CC1NC(=O)NC1=O)C1Cc2ccccc2C1 (centres undefined),i
Cc1cc(O)c(C=Nc2ccccc2O)c(C)c1Cl,i
CSCC(=O)N[C@H]1CCN2C(=O)c3ccccc3NC(=O)[C@@H]2C1,?
CN(C)c1ccnc(SCC(=O)Nc2ccccc2)c1C#N,?
CC(C)c1cc(C(=O)Nc2cccc(Cl)c2)no1,i
CCOc1ccc(C2C(=O)c3ccccc3C2=O)cc1,i
O=C(CC1C(=O)NCCN1Cc1ccc(F)cc1Cl)NC1(c2ccccc2)CC1 (centres undefined),i
COc1ccc(NC(=O)Cn2cnc3scc(-c4ccccc4)c3c2=O)cc1Cl,i
Cn1c(=NC(=O)CCSc2ccccc2)sc2cc([N+](=O)[O-])ccc21,i
COc1ccc(-n2ncc3c(Nc4ccccc4C)ncnc32)cc1,i

A draw from above in order of formula weight, lowest first:
Molecule,ST2 IL33 inh
CC(C)c1cc(C(=O)Nc2cccc(Cl)c2)no1,i
O=C(NCCCn1ccnc1)c1ccccc1[N+](=O)[O-],i
CC(=O)[C@@]1(O)CC[C@H]2[C@@H]3CCC4=CC(=O)CC[C@]4(C)[C@H]3CC[C@@]21C,?
Cc1ccc2c(C)c(C(=O)N3CCC(c4ccncc4)CC3)oc2c1C,i
Cc1cccc(-n2nc3c(c2NC(=O)c2cccs2)CS(=O)C3)c1C (centres undefined),i
COc1ccc(-n2nc3cc(C)c(NC(=O)c4ccc(C)c([N+](=O)[O-])c4)cc3n2)cc1,i

(more compounds)
Molecule,ST2 IL33 inh
O=C(c1cc(-c2cccs2)on1)N1CCN(c2ccc(F)cc2)CC1,?
CCCCc1nc(Cl)c(CN2CCN3C(=O)CNC(=O)C3C2)[nH]1 (centres undefined),i
N#CCCS(=O)(=O)c1ccc(Cl)c(Cl)c1,i
COc1ccc(S(=O)(=O)N2CCN(c3nc(C)cc(Nc4ccc(C)cc4)n3)CC2)cc1,i
CCN(CC)C(=O)c1sc2ncnc(N3CCN(c4ccc(OC)cc4)CC3)c2c1C,i
Cc1c(C(=O)N2CCCC2)oc2ccc(S(=O)(=O)N3CCCC(C)C3)cc12 (centres undefined),i
CCC(O)(C#CCN1CCCCC1)CC,i
COc1cccc(NC(=O)N[C@H]2[C@H](O)[C@@H](N3CCOCC3)[C@@H]3OC[C@H]2O3)c1,i
CC1CCCC(NC(=O)C2c3ccccc3C(=O)N2CCc2ccccc2)C1C (centres undefined),i
N#Cc1c(NC(=O)CSc2ncccn2)sc2c1CCC2,?
O=C(Nc1nnc(CCS(=O)(=O)c2ccc(Br)cc2)s1)c1cccs1,i

A portion of the library (hit frequency here may not be typical).
